# High-throughput results: PubChem, National Center for Advancing Translational Sciences (NCATS)
# S3 lipid droplet: qHTS Assay for Lipid Storage Modulators in Drosophila S3 Cells; 320,000 tested, 0.64% active; Drosophila S3 cells, BODIPY lipid droplet fluorescence, 18-24 h; cells fed with added oleic acid; Potency in µM for hits, for the others lipid storage change, negative = inhibition, % at the top dose, mostly 46.1 µM; active = well fitted inhibition curve with a large enough effect in the signal ratio, with a control signal flat, not every such curve was filed as active; inconclusive = small, poorly fitted or top-dose-only effect, or effect the other way, or a change in a side signal; the % refers to the signal ratio
#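 Laser-scanning cytometry quantifies lipid droplet accumulation (500–530 nm total intensity; droplet/cell object ratio) in oleic acid-fed (400 uM added) Drosophila S3 cells treated with a concentration series. 20 uM Triacsin C defined 100% inhibition.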
# S3 lipid droplet cell count max: recorded beside S3 lipid droplet, whose call it bears; cell number change, %; measured here: cell count max response;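 cells counted by Cell Tracker Red CMTPX staining in the red channel; peak over a dose series mostly up to 46.1 µM; percent activity relative to internal control wells on each plate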
# An asterisk follows results filed as active; i = inactive; ? = inconclusive; · = not tested or not shown; [ ] = another dose, or the depositor's remark. % is scaled to controls: 0 for no effect and ±100 for the full control effect; potency is read from the fitted curve at half-maximal effect. These rows are one share of the data; the hit share may differ from the screen's.
S3 lipid droplet,S3 lipid droplet cell count max,SMILES
?,·,Cc1ccc(Cl)cc1NC(=O)Nc1c(C)n(C)n(-c2ccccc2)c1=O
?,·,CC(=O)N(c1ccc(N(C(C)=O)S(=O)(=O)c2cccs2)cc1)S(=O)(=O)c1cccs1
?,·,Cc1ccc2nc(SCC(=O)Nc3ccc(F)cc3F)[nH]c2c1
3%,8,O=C(CCc1nc2ccccc2c(=O)[nH]1)OCC(=O)N1CCc2ccccc21
?,·,COc1ccc(C(=O)n2c(SC)nc3cc4c(cc32)OCCO4)cc1
?,·,O=C(NNC(=O)c1ccc(F)cc1)c1ccncc1
9%,-2,Cc1cccc(C(=O)OC(C)C(=O)Nc2ccc(S(=O)(=O)N3CCCC3)cc2)c1O (centres undefined)
?,·,CC(C)CCN=CC1=C(O)CC(c2ccccc2)CC1=O (centres undefined)
?,·,CC(=O)c1c(C)[nH]c(C(=O)OC(C)C(=O)Nc2cc(S(=O)(=O)N3CCCCC3)ccc2Cl)c1C (centres undefined)
?,·,COc1ccc(N2CCN(C(CNS(=O)(=O)c3cccs3)c3cccnc3)CC2)cc1 (centres undefined)
?,·,C=CCNc1nc(-c2cccc(OC)c2O)nc2ccccc12
i,-3,CN(C)CCNC(=O)C(=O)C1C(=O)Nc2ccccc21 (centres undefined)
6%,7,CCSc1ccccc1C(=O)NCc1cccnc1
?,·,CCOc1ccc(C/C(N)=N/n2cnnc2)cc1
1%,11,O=C(CN(CCO)c1ccccc1)NC12CC3CC(CC(C3)C1)C2
3%,-2,CNCCC=C1c2ccccc2CCc2ccccc21
?,·,CCc1c(C)nc2ncnn2c1Nc1ccc(C)cc1
?,·,Cc1ccc(/C=N/N2CCN(C3c4ccccc4-c4ccccc43)CC2)s1
10%,27,CCOC(=O)C(C)Sc1ccc2nnc(CCNS(=O)(=O)c3ccccc3)n2n1 (centres undefined)
-2%,-8,O=C(N/N=C/c1cc(Br)cs1)c1c[nH]c2ccccc12
?,·,Cc1cccc(C(=O)NCC2CCN(C(=O)c3cccc(C)c3)CC2)c1
?,·,CC(C)C(CO)NC(=O)CC(=O)NC(CO)C(C)C (centres undefined)
-11%,·,Cc1cc(C)c(NS(=O)(=O)c2ccc(NC(=O)CCC(=O)O)cc2)c(C)c1
-2%,13,O=C1[C@H]2[C@@H](/C=C/c3ccccc3)N3C(=O)CN(CC4CC4)C(=O)[C@@]3(Cc3ccccc3)[C@H]2C(=O)N1c1ccccc1
?,·,O=[N+]([O-])c1cccc(-c2ccc(/C=N/Nc3nc(N4CCCCC4)nc(N4CCCCC4)n3)o2)c1
?,·,CN(C)S(=O)(=O)c1ccc(Cl)c(NC(=O)c2ccncc2)c1
?,·,CC1(C)NC(=O)N(c2ccc([N+](=O)[O-])c(C(F)(F)F)c2)C1=O
i,17,Cc1ccc(OCC(=O)NCCCNC(=O)c2cnccn2)cc1C
-1%,8,COc1cc(/C=N/NC(=O)Cn2cnc3c2c(=O)n(C)c(=O)n3C)ccc1O
?,·,C=CCn1c(SCCC(=O)O)nnc1-c1cccs1
?,·,Cc1cc(C(=O)CSc2nnc(N)s2)c(C)n1CCc1ccc(F)cc1
17%,4,CCCc1c(O)c2ccccc2[nH]c1=O
?,·,Cn1c(Cn2nnc3ccccc32)nnc1SCC(N)=O
?,·,O=C(CN1CCc2cc3c(cc2C1)OCCCO3)Nc1c(F)cccc1F
?,·,Cc1ccsc1/C=N/N1CCN(Cc2ccccc2)CC1
-8%,-3,CCOC(=O)C(Sc1cc(-c2ccccc2)nc2ncnn12)C(C)=O (centres undefined)
?,·,Cc1cccc(-n2c(N)cc(=O)nc2SCC(=O)Nc2cc(C)on2)c1
?,·,CC(C)N(C(=O)COC(=O)[C@H](C)NC(=O)c1ccco1)c1ccccc1
?,·,O=S(=O)(Nc1ccc(-n2cnnn2)cc1)c1cccs1
-4%,9,Cc1cc(C)c2nc(SCC(=O)NCCN3C(=O)CSC3=O)cc(C)c2c1
?,·,Cc1ccc(NC(=O)COC(=O)c2cc(=O)c3cc(F)ccc3o2)cc1
?,·,CC(=O)NC(CCS(C)(=O)=O)C(=O)Nc1cc(C)ccc1C (centres undefined)
?,·,Cc1noc(-c2ccc(C(F)(F)F)cc2)c1NC(=O)Nc1ccc(Cl)cc1
15%,3,CC(=O)C1C(=O)CC(c2ccc(Cl)cc2)CC1=O (centres undefined)
?,·,Oc1ccccc1N=Cc1ccc[nH]1
i,-2,CC(Sc1nnc(COc2ccc(Cl)cc2)n1-c1ccccc1)C(=O)O (centres undefined)
?,·,CCn1cc(Cl)c(C(=O)Nc2cccc(CN3CCOCC3)c2)n1
9%,3,CC(=O)Nc1ccc(S(=O)(=O)NCCC(=O)OCc2nc(N)nc(Nc3ccccc3C)n2)cc1
?,·,CC1CCN(c2ccc(NC(=O)c3ccccc3[N+](=O)[O-])cc2)CC1
?,·,CCCN1CCC(NC(=O)Nc2cc(Cl)ccc2OC)CC1
?,·,CCc1ccc(N(CC(=O)NC2CCCC2)S(=O)(=O)c2c(C)noc2C)cc1
-6%,15,O=C(c1cccnc1)N1CCN(c2c(Cl)cccc2[N+](=O)[O-])CC1
-7%,-9,COc1cc(C)c(C(C)C)cc1S(=O)(=O)n1ccnc1
?,·,CCCCCOc1ccc2oc(=O)c3c(c2c1)CCCN3C(=O)CN1CCCC(C(=O)OCC)C1 (centres undefined)
?,·,CCN(CC)c1ccc(/C=c2\sc3nc4ccccc4n3c2=O)c(O)c1
?,·,NC1=NC(=O)C(Cc2ccc(F)cc2)S1 (centres undefined)

# Following part.
S3 lipid droplet,S3 lipid droplet cell count max,SMILES
10%,11,CCOc1cc(OCC)cc(C(=O)O)c1
2%,-2,COC(=O)c1cc(-c2ccccc2)sc1NC(=O)c1cc(C)on1
-3%,-4,O=C(O)c1cccc(N2C(=O)c3ccc4c5c(ccc(c35)C2=O)C(=O)N(c2cccc(C(=O)O)c2)C4=O)c1
?,·,C=CCn1c(SCC(=O)NC(=O)NCC(C)C)nnc1C1CCCCC1
-1%,2,CS(=O)(=O)c1ccc2nc(NC(=O)c3ccc(S(=O)(=O)NCC4CCCO4)cc3)sc2c1 (centres undefined)
?,·,COc1cc(NC(=O)CSCc2ccccc2)c(C(=O)O)cc1OC
5%,-4,O=C(COC(=O)c1ccc(-c2ccccc2)cc1)Nc1ccccc1-c1ccccc1
9%,8,O=C(Nc1c2c(nc3ccccc13)CCCC2)c1ccccc1Cl
i,·,CCOC(=O)c1ccc(NC(=O)CCNS(=O)(=O)c2ccc3c(c2)oc(=O)n3C)cc1
?,·,CCN(CC(=O)Nc1cc(Cl)ccc1C)C(=O)c1ccc(N2CCCC2=O)cc1
21µM*,-6.1*,COc1ccc(CC(=O)Nc2cccc(S(=O)(=O)N3CCCCCC3)c2)cc1OC
7%,4,CC1=C(C(=O)c2ccccc2)C(c2ccc(O)cc2)NC(=S)N1 (centres undefined)
i,-4,O=C(CCC(=O)N1CCN(Cc2ccccc2)CC1)Nc1nnc(C2CCCCC2)s1
?,·,O=c1cc(CO)oc(C(Nc2cccc(C(F)(F)F)c2)c2ccccn2)c1O (centres undefined)
i,·,CCCCNC(=O)c1ccc(NC(=O)C2CCCO2)cc1 (centres undefined)
-3%,1,O=C(/C=C\Nc1ccccn1)c1ccc(Cl)cc1
?,·,CCc1nc(SCC(=O)NCCc2ccccc2)c2c(=O)n(C)c(=O)n(C)c2n1
?,·,COc1ccccc1-c1c(C)oc2c(CN3CCN(CCO)CC3)c(O)ccc2c1=O
?,·,Cc1cccc(NC(=O)CSCc2nc3c(nnn3Cc3ccc(F)cc3)c(=O)[nH]2)c1C
-3%,-5,O=C(CSc1nnc(Cn2c(=O)sc3ccccc32)n1CCc1ccccc1)N1CCOCC1
i,4,CN(C)S(=O)(=O)c1ccc(Cl)c(C(=O)NCC2CCCCC2)c1
?,·,COc1ccccc1CNS(=O)(=O)c1ccc(Cl)s1
?,·,CCC(C)Oc1cccc(C(=O)Nc2ccccc2N2CCOCC2)c1 (centres undefined)
?,·,Cc1nn(CC(=O)NCCCc2ccccc2)c(=O)c2cc3occc3n12
i[0.0737 µM],·,Cc1ccc(S(=O)(=O)N(CC(=O)Nc2ccccc2)C(=O)N2CCN(C)CC2)cc1
-1%,13,O=C1CC(c2nc3ccccc3[nH]2)CN1c1cccc(C(F)(F)F)c1 (centres undefined)
?,·,Cc1cc(C)cc(-n2ncc3c2CCCC3NC(=O)c2csnn2)c1 (centres undefined)
3%,9,CC1=NN(Cc2ccccc2)C(=O)C1C(c1ccncc1)C(C#N)C#N (centres undefined)
15%,-13,Cn1c(Cc2cccc3ccccc23)nnc1SCc1ccc([N+](=O)[O-])cc1
9%,-5,CCCn1c(=O)c2ccccc2n2c(SCCOc3ccc(OC)cc3)nnc12
?,·,Cc1cc(OCC(=O)N(C)Cc2ccccc2)ccc1Br
-19%,-12,Cc1ccc(S(=O)(=O)NCc2nc(-c3ccccc3)no2)cc1
i,16,CN(C)c1ccc(/C=N/NC(=O)c2ccc(Cn3cc(Br)cn3)o2)cc1
7%,8,Cc1[nH]c2ccccc2c1/C=N/NC(=O)c1cccc(Br)c1
?,·,CCN(CC)CCN(C(=O)/C=C/c1cccs1)c1nc2ccc(C)cc2s1
i,6,CCc1ccc(N(CC(=O)NCc2ccco2)C(=O)CCC(=O)Nc2ccccn2)cc1
?,·,CC(C)(C)c1cc(C(F)(F)F)nc(SCCCNC(=O)c2ccco2)n1
?,·,Cc1cccn2c(=O)nc(SCC(=O)N3CCOCC3)nc12
?,·,COc1ccc(CNC(=O)c2cc(=O)c3c(C)cc(C)cc3o2)cc1
?,·,Cc1c(C(=O)N2CCOCC2)c(S(=O)(=O)Nc2ccc(Br)cc2F)c(C)n1C
?,·,Cc1cccc(C(=O)N2CCC(=O)N(C(COCc3ccccc3)Cc3ccccc3)CC2)c1 (centres undefined)
?,·,CCCSc1nnc(NC(=O)c2sc3nc(-c4cccs4)ccc3c2N)s1
i,·,COc1cccc2c(=O)n(CC(=O)NC3CCCCC3)ccc12
i,-12,CCS(=O)(=O)n1c(Cc2cccs2)nc2ccccc21
14%,-23,O=C(NCCCN1CCN(Cc2ccccc2)CC1)C1CCN(c2nnc(-n3cccc3)s2)CC1
4%,12,CCN1C(=O)/C(=C\N2CCN(C(=O)c3ccco3)CC2)SC1=S
-16%,11,Cc1cc2c(cc1S(=O)(=O)N1CCN(c3cccc(C)c3C)CC1)OCCN2C
i,·,CCc1cccc2c(C(=O)CSc3nncn3C)c[nH]c12
?,·,CCCCNc1nc2cccnc2s1
?,·,Cc1cc(NC(=O)/C=C/c2ccc(Cl)cc2)no1
?,·,O=[N+]([O-])c1cccc(CN2CCN(Cc3ccco3)CC2)c1
-25%,3,CCN(CC)NC(=O)Nc1ccccc1
2%,16,C=C1N(c2cccc(Cl)c2)C(=O)OC1(C)C
?,·,COC(c1ccccc1)c1nnc(CCC(=O)NCc2cccc(-n3cccn3)c2)o1 (centres undefined)
26%,-4,O=C(CCC(=O)N1CCCCCC1)NCc1ccc(F)cc1
?,·,CCC1CCCCN1C(=O)CSc1nnc(-c2cccs2)o1 (centres undefined)

# Later entries
S3 lipid droplet,S3 lipid droplet cell count max,SMILES
?,·,Cc1sc2ncnc(SCC(=O)NCC3CCCO3)c2c1C (centres undefined)
?,·,c1cncc(-c2nn3c(Cn4cnc5ccccc54)nnc3s2)c1
?,·,CCN(CC)C(=O)C1CCCN(c2ncnc3c2cnn3-c2ccc(Cl)cc2)C1 (centres undefined)
?,·,O=C(COC(=O)Cc1ccccc1F)Nc1cccc(S(=O)(=O)NC2=NCCCCC2)c1
21%,2,Cc1[nH]c2ccccc2c1C(=O)CSc1ccccn1
?,·,O=C(COC(=O)c1c[nH]c(=O)[nH]c1=O)NCc1ccccc1

# Grouped by structure: those above with an aryl methoxy group.
S3 lipid droplet,S3 lipid droplet cell count max,SMILES
?,·,COc1ccc(C(=O)n2c(SC)nc3cc4c(cc32)OCCO4)cc1
?,·,COc1ccc(N2CCN(C(CNS(=O)(=O)c3cccs3)c3cccnc3)CC2)cc1 (centres undefined)
?,·,C=CCNc1nc(-c2cccc(OC)c2O)nc2ccccc12
-1%,8,COc1cc(/C=N/NC(=O)Cn2cnc3c2c(=O)n(C)c(=O)n3C)ccc1O
?,·,CCCN1CCC(NC(=O)Nc2cc(Cl)ccc2OC)CC1
-7%,-9,COc1cc(C)c(C(C)C)cc1S(=O)(=O)n1ccnc1
?,·,COc1cc(NC(=O)CSCc2ccccc2)c(C(=O)O)cc1OC
21µM*,-6.1*,COc1ccc(CC(=O)Nc2cccc(S(=O)(=O)N3CCCCCC3)c2)cc1OC
?,·,COc1ccccc1-c1c(C)oc2c(CN3CCN(CCO)CC3)c(O)ccc2c1=O
?,·,COc1ccccc1CNS(=O)(=O)c1ccc(Cl)s1
9%,-5,CCCn1c(=O)c2ccccc2n2c(SCCOc3ccc(OC)cc3)nnc12
?,·,COc1ccc(CNC(=O)c2cc(=O)c3c(C)cc(C)cc3o2)cc1
i,·,COc1cccc2c(=O)n(CC(=O)NC3CCCCC3)ccc12
